M5 ag: CHRM5 agonism in calcium assay; P08912; CHO-K1 hM5 cells, Fluo-8 calcium fluorescence; 0% DMSO wells, 100% maximal acetylcholine response; activation, % at 3 µM; 360,000 compounds, 0.19% hits;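 active = activation above the run's mean over test compounds plus 3 SD, cut at about 23% in these data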;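 note: signal is peak over basal fluorescence ratio across the kinetic read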
CHRM1 PAM: potentiates human M1 receptor response to acetylcholine; AID 588819; CHO-K1 hM1, Fluo-8 calcium fluorescence, ACh EC20; 0% = ACh EC20, 100% = maximal ACh; activation, % at 3 µM; 360,000 compounds, 0.088% hits; in the data active = activation above about 19%, passing the limit was not always enough
Target sequence (P11229 whole entry, looked up): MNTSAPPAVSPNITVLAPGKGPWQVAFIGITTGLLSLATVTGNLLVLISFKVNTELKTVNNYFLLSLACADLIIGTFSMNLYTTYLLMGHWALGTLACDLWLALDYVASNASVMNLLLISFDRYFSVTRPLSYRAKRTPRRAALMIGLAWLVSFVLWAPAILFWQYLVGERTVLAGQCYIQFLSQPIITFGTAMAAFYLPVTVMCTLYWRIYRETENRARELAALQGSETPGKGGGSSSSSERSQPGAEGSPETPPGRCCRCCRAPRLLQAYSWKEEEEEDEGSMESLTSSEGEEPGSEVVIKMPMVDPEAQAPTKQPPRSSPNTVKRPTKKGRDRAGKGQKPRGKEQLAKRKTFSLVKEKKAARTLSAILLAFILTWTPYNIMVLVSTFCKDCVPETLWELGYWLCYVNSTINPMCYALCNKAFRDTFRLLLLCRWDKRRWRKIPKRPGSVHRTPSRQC
CHRM4 agonist: agonists of human muscarinic M4 receptor (CHRM4); 360,000 compounds, 0.14% hits; activation, % at 3 µM; CHO-K1 hM4/Gqi5, Fluo-8 calcium fluorescence; vehicle 0%, full acetylcholine response 100%; P08173;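 active = activation above the run mean over all test wells plus 3 SD, cut at about 32% in these data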;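 note: peak over basal fluorescence ratio per well then scaled between controls; 0% = DMSO wells and 100% = acetylcholine at EC100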
Target sequence (P08173 whole entry, looked up): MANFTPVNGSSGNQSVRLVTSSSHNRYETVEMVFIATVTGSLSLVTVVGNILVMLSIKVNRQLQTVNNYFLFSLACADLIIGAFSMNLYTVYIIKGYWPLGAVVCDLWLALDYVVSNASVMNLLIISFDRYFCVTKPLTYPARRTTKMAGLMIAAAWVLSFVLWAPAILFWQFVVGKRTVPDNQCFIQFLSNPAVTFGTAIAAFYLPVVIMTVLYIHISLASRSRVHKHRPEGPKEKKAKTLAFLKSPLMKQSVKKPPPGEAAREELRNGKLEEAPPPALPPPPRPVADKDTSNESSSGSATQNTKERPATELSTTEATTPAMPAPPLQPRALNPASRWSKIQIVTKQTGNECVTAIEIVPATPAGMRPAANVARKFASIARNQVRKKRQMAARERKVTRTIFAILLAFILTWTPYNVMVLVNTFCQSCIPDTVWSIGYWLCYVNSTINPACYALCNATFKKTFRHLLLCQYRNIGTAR
M4 PAM: positive allosteric modulators of human muscarinic M4 receptor. P08173. CHO-K1 hM4/Gqi5, Fluo-8 calcium fluorescence, ACh EC20; 0% = ACh EC20, 100% = maximal ACh. activation, % at 3 µM. 360,000 compounds, 0.4% hits. AID 624126;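 active = activation above its plate's cutoff, the mean activation of sample wells plus 3 SD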; note: some results filed as inactive read as strong as hits
CHRM5 antagonist: blocks acetylcholine activation of human M5 receptor; 360,000 compounds, 0.59% hits; P08912; AID 624040; inhibition, % at 3 µM; CHO-hM5 cells, Fluo-8 calcium fluorescence, ACh EC80;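 active = inhibition above a per-plate cutoff, the mean of that plate's test compounds plus 3 SD, cut at about 27% in these data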;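 note: 0% = acetylcholine EC80 with DMSO and 100% = DMSO without agonist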
CHRM5 PAM: CHRM5 positive allosteric modulation | P08912 | CHO-K1 hM5, Fluo-8 calcium, ACh EC20 PAM; 0% = ACh EC20, 100% = ACh EC100 | activation, % at 3 µM | 360,000 compounds, 0.3% hits;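 active = activation above the run cutoff, the mean activation of all test compounds plus 3 SD, cut at about 18% in these data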
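System: CHO-K1 cell line with stable human muscarinic M5 receptor expression | Also added: EC20 acetylcholine as agonist stimulus | Compound: One concentration, 3 µM final (nominal) | Timing: Fluo-8 loading 80 min at 37 °C plus 30 min room temperature | Measured by: Fluo-8 calcium dye fluorescence, kinetic read | Read-out basis: % activation, ACh-normalized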
M4 antag: antagonists of human muscarinic M4 receptor (CHRM4) | P08173 | CHO-hM4 cells, ACh EC80, Fluo-8 calcium fluorescence | inhibition, % at 3 µM | 360,000 compounds, 0.73% hits;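 active = inhibition above its plate's cutoff, the mean inhibition of sample wells plus 3 SD, cut at about 27% in these data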;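 note: 0% = acetylcholine EC80 with DMSO and 100% = DMSO without agonist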
CRFBP-R2 block: blocks CRF-induced signaling of the CRF-BP/CRF-R2 complex. AID 588475. 350,000 compounds, 0.59% hits. inhibition, % at 11.8 µM. HEK293 CRF-R2/CRF-BP, CRF-induced calcium fluorescence;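 active = inhibition of the ligand-induced calcium signal above about 50% at the single tested concentration, limit read from the data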
CRFR2-BP ag: CRF-BP/CRF-R2 complex agonism | activation, % at 13.2 µM | HEK293 CRF-R2/CRF-BP, calcium dye fluorescence (FLIPR); percent of saturating CRF peptide response | 350,000 compounds, 0.46% hits;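 active = activation of at least 50%, plus an integration ratio under a set limit after plate pattern correction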;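 note: plate controls were neutral control wells without compound for no effect and CRF at EC100 for full effect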
Active calls of the source: *; x = not tested or not shown. Random draw from the library (roughly 2.6% active in at least one column).

SMILES	M5 ag	CHRM1 PAM	CHRM4 agonist	M4 PAM	CHRM5 antagonist	CHRM5 PAM	M4 antag	CRFBP-R2 block	CRFR2-BP ag
COc1ccc(-c2cc3cc(OC)c(OC)cc3cn2)cc1OC	0	-3	1	-4	6	0	8	22	-0.6
N#Cc1ccccc1Sc1ccccc1C(=O)OCC(=O)NC12CC3CC(CC(C3)C1)C2	0	-6	1	-6	4	-9	-5	20	2.0
CCCN(CCC)C(=O)c1cn(C)c2ccc(S(=O)(=O)N3CCCC3)cc2c1=O	-5	9	1	6	-10	3	-1	6	-1.4
Brc1c(OCCOCCn2cncn2)ccc2ccccc12	-12	2	4	7	-4	2	-24	7	-1.2
Cc1ccc(/C(O)=C/C(=O)C(=O)NNC(=O)C(O)(c2ccccc2)c2ccccc2)cc1	2	19	1	10	1	-1	-13	17	1.6
COc1ccccc1CC(=O)N1CCCc2ccccc21	-4	4	0	0	7	-9	2	46	0.0
O=C(NCCCn1ccnc1)c1cc2cc([N+](=O)[O-])ccc2oc1=O	-4	3	0	2	4	-1	4	22	-2.1
COc1ccc(CNc2nnnn2C)c(OC)c1	-4	5	0	1	5	-3	3	-4	0.0
CS(=O)(=O)N1CCc2cc(C(=O)Nc3ccccc3Br)ccc21	4	-2	22	-10	15	-9	18	-16	0.2
CN1CCc2nc(NC(=O)COc3ccc(C#N)cc3)sc2C1	-3	0	0	-5	7	7	-3	-9	5.4

Reprinted at random: 5 records from the list
SMILES	M5 ag	CHRM1 PAM	CHRM4 agonist	M4 PAM	CHRM5 antagonist	CHRM5 PAM	M4 antag	CRFBP-R2 block	CRFR2-BP ag
CS(=O)(=O)N1CCc2cc(C(=O)Nc3ccccc3Br)ccc21	4	-2	22	-10	15	-9	18	-16	0.2
N#Cc1ccccc1Sc1ccccc1C(=O)OCC(=O)NC12CC3CC(CC(C3)C1)C2	0	-6	1	-6	4	-9	-5	20	2.0
CCCN(CCC)C(=O)c1cn(C)c2ccc(S(=O)(=O)N3CCCC3)cc2c1=O	-5	9	1	6	-10	3	-1	6	-1.4
O=C(NCCCn1ccnc1)c1cc2cc([N+](=O)[O-])ccc2oc1=O	-4	3	0	2	4	-1	4	22	-2.1
CN1CCc2nc(NC(=O)COc3ccc(C#N)cc3)sc2C1	-3	0	0	-5	7	7	-3	-9	5.4

Following part.
SMILES	M5 ag	CHRM1 PAM	CHRM4 agonist	M4 PAM	CHRM5 antagonist	CHRM5 PAM	M4 antag	CRFBP-R2 block	CRFR2-BP ag
C=C1C(=O)O[C@H]2C1CC[C@@](C)(O)C13C=CC(C)(C21)C1(C3)C(=O)O[C@@H]2C3C(C)=CCC3[C@](C)(O)C[C@H](OC(C)=O)C21 (some centres not stated)	-5	8	0	5	-7	4	-10	-5	-0.5
CCCN(CC(=O)Nc1ccccc1C)C(=O)/C=C/c1ccc(OCC)c(OC)c1	0	10	3	14	13	-8	-9	1	-1.2
CC(C)Cc1ccc(-c2cc3nc(NCCOc4ccccc4)ccn3n2)cc1	3	3	0	2	7	-1	-4	x	x
O=C(O)Cn1c(=S)sc2ccccc21	0	3	1	10	0	-1	-2	-12	0.5
O=C(CSc1nc(Cc2ccccc2)nc2ccccc12)c1ccc2c(c1)OCCO2	4	9	0	-4	-12	5	0	13	-1.4
O=C(Nc1cccc(O)c1)c1cccc(S(=O)(=O)Nc2cccc(O)c2)c1	-4	0	0	6	9	1	-3	10	-0.7
Cc1ccccc1NC(=O)CSc1ccc(-c2ccco2)nn1	1	5	1	10	0	1	-14	0	0.6
Cc1ccccc1CCN(CC(=O)NC1CCCCC1)C(=O)c1csnn1	-3	3	1	4	8	2	4	5	-1.6
CCOCCCn1c(SCC(=O)Nc2ccc(OC)cc2)nc2ccccc2c1=O	4	-3	3	1	9	7	-8	3	-0.8
O=C(c1ccccc1NS(=O)(=O)c1cccs1)N1CCCC1	-3	3	0	-2	-1	-4	-18	-2	-0.1

Reformatted: results already given
| compound | M5 ag | CHRM1 PAM | CHRM4 agonist | M4 PAM | CHRM5 antagonist | CHRM5 PAM | M4 antag | CRFBP-R2 block | CRFR2-BP ag |
| --- | --- | --- | --- | --- | --- | --- | --- | --- | --- |
| Cc1ccccc1CCN(CC(=O)NC1CCCCC1)C(=O)c1csnn1 | -3 | 3 | 1 | 4 | 8 | 2 | 4 | 5 | -1.6 |
| CCOCCCn1c(SCC(=O)Nc2ccc(OC)cc2)nc2ccccc2c1=O | 4 | -3 | 3 | 1 | 9 | 7 | -8 | 3 | -0.8 |
| O=C(c1ccccc1NS(=O)(=O)c1cccs1)N1CCCC1 | -3 | 3 | 0 | -2 | -1 | -4 | -18 | -2 | -0.1 |

By substructure: the compounds so far with a halogen (two)
SMILES	M5 ag	CHRM1 PAM	CHRM4 agonist	M4 PAM	CHRM5 antagonist	CHRM5 PAM	M4 antag	CRFBP-R2 block	CRFR2-BP ag
Brc1c(OCCOCCn2cncn2)ccc2ccccc12	-12	2	4	7	-4	2	-24	7	-1.2
CS(=O)(=O)N1CCc2cc(C(=O)Nc3ccccc3Br)ccc21	4	-2	22	-10	15	-9	18	-16	0.2

Additional compounds:
SMILES	M5 ag	CHRM1 PAM	CHRM4 agonist	M4 PAM	CHRM5 antagonist	CHRM5 PAM	M4 antag	CRFBP-R2 block	CRFR2-BP ag
CN(CC(=O)Nc1cccc(F)c1)C(=O)c1cc([N+](=O)[O-])ccc1N1CCOCC1	-2	4	2	3	1	-5	-10	-10	3.5
COc1ccccc1C(=O)N(Cc1sccc1C)C1CCS(=O)(=O)C1 (configuration not stated)	-1	3	2	3	-3	1	5	-5	0.0
Cn1c(SCC(=O)Nc2ccccc2F)nnc1-c1cccnc1	0	3	1	2	-1	-1	3	-6	3.2
COc1ccc(Sc2ccc(/C=C3\C(=O)NN(c4ccccc4)C3=O)o2)cc1	-1	8	1	2	1	-3	4	-52	2.1
Cc1ccccc1NC(=S)/C(=C(\[O-])c1ccc(C)c([N+](=O)[O-])c1)[n+]1ccccc1	-8	-11	0	-6	7	-6	-6	-9	-2.0
CCc1nnc(N2C(=O)c3ccccc3C2(O)c2ccccc2)s1 (configuration not stated)	-2	1	0	0	10	0	-6	13	-0.6
Cc1ccc(S(=O)(=O)N2CCN(C(=O)c3cccc(-n4cccc4)c3)CC2)cc1	0	8	2	3	4	-2	-10	9	1.3
Cc1ccc(C(=O)Nc2ccc(Oc3ccc(C(=O)O)c(C(=O)O)c3)cc2)cc1C	-1	2	0	8	-4	-1	5	13	0.2
O=C(O)CCc1ccc(-c2ccc(Br)cc2)n1Cc1ccco1	-1	6	2	5	-5	1	7	23	0.2
O=S(=O)(/C=C/c1ccccc1)Nc1ccc(F)cc1	-4	3	1	-10	0	-8	0	4	-1.8
O=C(NC1CCCC1)C(c1cccs1)N(C(=O)c1ccco1)c1ccc2c(c1)OCO2 (configuration not stated)	-10	10	1	0	1	3	-5	10	-2.0
CCOc1ccc(C(=O)CCC(=O)NCC(=O)Nc2ccc(F)c(F)c2F)cc1	-2	5	0	0	1	-1	-16	1	2.1
COc1ccc(C)cc1N(C(=O)CNC(=O)c1ccco1)C(C(=O)NC1CCCC1)c1cccnc1 (configuration not stated)	-9	3	0	1	-2	7	2	-25	-0.4
COc1ccc(NC(=O)c2cccc(Cn3cc(Br)c([N+](=O)[O-])n3)c2)c(C)c1	4	5	2	5	-13	8	-8	42	-0.1
O=Cc1ccc(-c2cccc([N+](=O)[O-])c2)o1	-1	8	1	2	17	-4	1	3	-2.2
CCCc1ccc(C2C3=C(CC(C)(C)CC3=O)NC3=C2C(=O)c2ccccc23)cc1 (configuration not stated)	4	-7	5	-8	19	-7	-1	-31	2.3
Oc1ccccc1CNCCCNCc1ccccc1O	-10	-3	0	-7	9	-8	0	-8	12
CCNc1cc(=O)n(C)c(=O)n1C	1	-2	1	3	4	-3	-5	24	-2.8
CCCC(=O)Nc1ccc(-c2cnc(-c3ccc(NC(=O)CCC)cc3)nc2)cc1	-1	-3	3	2	8	-3	7	-5	-0.3
COCCn1nc2cc(C(=O)NCc3cc(C(F)(F)F)cc(C(F)(F)F)c3)ccc2c1OC	-2	1	1	4	9	-4	0	5	-1.4
O=C(CN1C(=O)NC2(CCCC2)C1=O)NNC(=O)c1ccc(F)cc1	2	3	0	3	-7	-4	-12	0	1.6
COc1ccc(C(=O)NCCNc2nc3cc(C)c(C)cc3cc2C)cc1	-2	2	0	3	9	-2	-7	-8	2.8
CCCC[C@@H]1CNC(=O)C(=O)N1CC1CCCCC1	3	x	0	13	11	-5	-2	x	x
COC(=O)c1ccc(Cn2cc(/C=C\[N+](=O)[O-])c3ccccc32)o1	8	9	1	1	3	-2	2	-2	1.0
CC(=O)OC[C@H]1O[C@@H](O[C@H]2C[C@]3(C)C(C[C@@H](O)C4C([C@]5(C)CC[C@@H](C(C)(C)O)O5)CC[C@]43C)[C@@]3(C)CC[C@H](O)C(C)(C)C23)[C@H](O[C@@H]2O[C@@H](C)[C@H](O)[C@@H](O)[C@H]2O)[C@@H](O)[C@@H]1O (some centres not stated)	5	10	1	2	3	-4	5	0	0.6
CCOc1c(Br)cc(Br)cc1/C=C1\SC(N)=NC1=O	-3	19	0	-1	1	-4	4	7	-0.3
Cc1ccc(/C=N/NC(=O)CSc2nc3ccccc3c(=O)n2-c2ccccc2)s1	-2	1	1	3	9	-5	-10	-11	-1.3
COCCN1CCN(C(=O)C2CCC(=O)N(Cc3ccc(Cl)cc3)C2)CC1 (configuration not stated)	-1	1	2	0	12	-1	-3	-2	-0.6
Cn1c(=NC(=O)C(C)(C)C)sc2cccc(F)c21	-2	10	-3	-10	14	-3	6	13	0.5
Cc1ccc(OCC(=O)c2cc(C)n(Cc3cccs3)c2C)c([N+](=O)[O-])n1	7	-11	11	-10	8	-16	3	41	2.5
Nc1ccc(N=Nc2ccccc2)cc1[N+](=O)[O-]	2	5	0	5	11	3	4	63*	3.1
COc1cccc(NC(=O)n2nc(N)cc2-c2ccc(Cl)cc2)c1	2	-4	1	-3	2	-5	14	-1	-2.5
O=C(Nc1ccon1)c1cc2ccccc2oc1=O	-1	6	0	6	-1	0	5	47	0.2
O=C1CCC(=O)N1c1cccc(-c2nc3ccccc3o2)c1	2	12	1	7	-3	1	-5	20	-2.5
Cn1c(=O)c2c([nH]c(=S)n2CCCc2ccccc2)n(C)c1=O	-1	7	4	-5	3	-1	2	16	-0.7
CN(CCOC(=O)/C=C/c1ccccc1)C(C)(C)C	-6	2	1	-2	-1	0	-6	-19	1.3
CN(CC(=O)Nc1ccccc1Cl)C(=O)c1ccc(COc2ccccc2)cc1	1	-5	8	-8	7	-5	-4	-2	-0.4
CCOc1ccc(Br)cc1C(=O)Nc1ccc(C(=O)NCC(C)C)cc1	-2	4	0	0	10	-4	9	4	0.4
C=C1C(O)C[C@@H](C(C)C)N(CC(C)C)S1(=O)=O (some centres not stated)	1	7	1	4	5	7	-2	3	-2.6

Screening results deposited in PubChem BioAssay by several laboratories.
